Bioassay records (PubChem)
AmpC det inh: inhibitors of E. coli AmpC beta-lactamase with detergent | P00811 | purified AmpC, nitrocefin hydrolysis with detergent | Potency, µM (series often up to 28.7 µM), for the others: at the top dose activity change, negative = inhibition | actives 0.09% (n = 71,000); active = well fitted curve in the direction sought with a large enough effect
Target sequence (P00811 whole entry, looked up): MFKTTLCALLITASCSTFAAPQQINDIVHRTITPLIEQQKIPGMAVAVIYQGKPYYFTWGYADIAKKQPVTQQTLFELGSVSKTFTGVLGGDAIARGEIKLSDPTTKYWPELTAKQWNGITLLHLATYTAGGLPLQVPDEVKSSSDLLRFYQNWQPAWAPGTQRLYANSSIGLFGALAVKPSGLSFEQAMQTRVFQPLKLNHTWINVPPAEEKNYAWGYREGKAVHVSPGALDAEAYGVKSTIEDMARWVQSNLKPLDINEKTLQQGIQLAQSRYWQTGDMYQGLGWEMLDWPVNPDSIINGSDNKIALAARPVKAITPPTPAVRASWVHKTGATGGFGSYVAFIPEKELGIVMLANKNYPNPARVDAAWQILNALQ
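E. coli AmpC (5.3 nM) in 20 mM phosphate pH 7.0 with 0.01% Triton X-100, preincubated 15 min RT with compound; nitrocefin (2 uL of 800 uM stock) hydrolysis followed by 480 nm absorbance every 20 s over 4 min.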
* hit, by the source's call; [ ] = dose if it differs, or a comment. % is scaled to controls: 0 for no effect and ±100 for the full control effect; potency is read from the fitted curve at half-maximal effect. An excerpt, so the mix of outcomes need not match the whole.

SMILES | AmpC det inh
COc1ccccc1-c1cc(C(=O)N2CCN(c3ccc(F)cc3)CC2)no1 | -1%
Cc1ccccc1-n1c(O)c(C=Nc2ccc3c(c2)OCO3)c(=O)[nH]c1=O | -4%
COc1ccc(CCn2c(C)cc3c(c2=O)C(c2ccncc2)C(C#N)=C(N)O3)cc1OC (configuration not stated) | -1%
CCOC(=O)N1CCC(NC(=O)c2cc(S(=O)(=O)N3CCc4ccccc43)cn2C)CC1 | 1%
CCC(=NCc1ccco1)c1c(O)n(-c2ccccc2)c(=O)[nH]c1=O | -3%
O=C(Nc1ccc2snnc2c1)N1CCOCC1 | 13%
CS(=O)(=O)NCc1csc(-c2ccccc2)n1 | 0%
CC(C)(CO)N1CCN(C(=S)Nc2ccccc2)CC1 | -2%[5.75 µM]
CCC(Oc1ccccc1)C(=O)Nc1ccc(-c2nnc(-c3ccco3)o2)cc1 (configuration not stated) | -3%
O=C(C1CCC(Cn2c(=S)[nH]c3ccccc3c2=O)CC1)N1CCOCC1 (configuration not stated) | 0%
CCOc1ccc(OCC)c(NC(=O)CSc2nnc(Cn3cnc4ccccc43)n2C)c1 | -3%
CCOC(=O)COn1c(=O)c(=O)n(OC)c2ccccc21 | -3%
N#Cc1nc(COc2ccc(Cl)cc2)oc1N1CCCCCC1 | -4%
NCCC[C@@H](CC(=O)N[C@@H]1CCCC[C@H]1C(=O)N[C@H](CC(=O)N[C@@H](CCC(=O)O)CC(=O)O)Cc1ccccc1)NC(=O)C[C@H](Cc1ccccc1)NC(=O)[C@@H]1CNCC[C@H]1N | 15%
Cc1cc(C(=O)N2CCN(C(c3ccccc3)c3ccccc3)CC2)on1 | 4%
CNc1ncnc2c1ncn2[C@@H]1O[C@H](CO)[C@@H](O)[C@@H]1O | -1%[12.8 µM]
COCCNC(=O)c1cnn2c(C(F)(F)F)cc(-c3ccc4c(c3)OCO4)nc12 | 15%
Cc1cc(C(=O)CSc2nnc(-c3ccco3)o2)c(C)n1Cc1ccco1 | -3%
O=C(Nc1nnc(-c2ccncc2)s1)C1CCCO1 (configuration not stated) | -2%
Cc1occc1C(=O)Nc1nccs1 | -4%
C1CCC2(CC1)OCC1(CO2)COC2(CCCCC2)OC1 | 0%
Cc1cnn(C(=S)NCc2ccco2)c1 | -3%
CCc1nc(C)ccc1OCC(=O)NCCCN(C)C | 0%
CCOC(=O)CSc1nnc(Cc2cc(=O)[nH]c(=O)[nH]2)n1-c1ccc(Cl)cc1 | 5%
CN(C)C=Nc1ncc2c3ccccc3n(CCN(C)C)c2c1C#N | -2%
COCCn1c(=O)c(-c2ccc(F)cc2)nc2cnc(Nc3cccc(OC)c3)nc21 | -1%
CCOc1ncccc1C(=O)OCc1nnc(-c2ccccc2)o1 | 10%
C[C@@]12CC[C@H]3[C@H](CC=C4C[C@@H](O)CC[C@@]43C)[C@@H]1CC[C@@H]2N(CCO)CCO | 0%[5.75 µM]
O=C(c1ccco1)N1CCN(C(c2ccc(Cl)cc2)c2nnnn2CC2CCCO2)CC1 (configuration not stated) | 12%
C/[N+]([O-])=C1\Cc2ccccc2C1=O | -5%

Five consecutive compounds from above, quoted:
SMILES | AmpC det inh
CN(C)C=Nc1ncc2c3ccccc3n(CCN(C)C)c2c1C#N | -2%
COCCn1c(=O)c(-c2ccc(F)cc2)nc2cnc(Nc3cccc(OC)c3)nc21 | -1%
CCOc1ncccc1C(=O)OCc1nnc(-c2ccccc2)o1 | 10%
C[C@@]12CC[C@H]3[C@H](CC=C4C[C@@H](O)CC[C@@]43C)[C@@H]1CC[C@@H]2N(CCO)CCO | 0%[5.75 µM]
O=C(c1ccco1)N1CCN(C(c2ccc(Cl)cc2)c2nnnn2CC2CCCO2)CC1 (configuration not stated) | 12%

Next records.
SMILES | AmpC det inh
Cn1cnnc1Sc1nc2c(c(=O)n(C)c(=O)n2C)n1Cc1ccccc1Cl | -3%
C[C@@H]1C[C@H]2[C@H]3C[C@@H](F)C4=CC(=O)C=C[C@]4(C)[C@@]3(Cl)[C@@H](O)C[C@@]2(C)[C@@H]1C(=O)COC(=O)C(C)(C)C | -5%[12.8 µM]
CCCCCn1c(SCC2CCCO2)nc2cc(C(=O)N3CCC(C(N)=O)CC3)ccc2c1=O (configuration not stated) | 7%
COc1cccc(-c2ccc3ncnc(NCCNC(C)=O)c3c2)c1 | 12%
CN(C)C(CNC(=O)CCCc1c[nH]c2ccccc12)c1ccco1 (configuration not stated) | 11%
CCOP(C)(=O)C1(C(=O)OCc2ccccc2)CC1 (configuration not stated) | 0%
CCOC(=O)CSc1nnc(CNC(=O)c2cccs2)n1-c1cc(OC)ccc1OC | 6%
Cc1ccsc1C=Nc1c(C)n(C)n(-c2ccccc2)c1=O | -4%
O=C(CCC1CCCC1)Nc1ccc(Br)cn1 | -1%
Cc1ccc(CN2CCN(CC(=O)NCc3ccc(Cl)cc3)C2=O)cc1 | -4%
CC(C1CC1)N(C(=O)c1ccccc1O)c1ccccc1 (configuration not stated) | 1%
O=C(O)c1ccc(CSCc2ccco2)cc1 | 7%
Cc1cccc(OCC(=O)Nc2cccc(-c3nnc(-c4ccccc4)o3)c2)c1C | -6%
O=C(O)CC[C@@H](C(=O)O)N1C(=O)c2ccccc2C1=O | 14%[5.75 µM]
O=C(OCc1cc2ccccc2[nH]c1=O)C1CCCCC1 | -5%
O=C(CCC1=NS(=O)(=O)c2ccccc2N1)NC1CCCCCCC1 | 2%
CCOc1ccc(CCNS(=O)(=O)c2cccc3nsnc23)cc1OCC | -7%
CN(C)c1nc(N)c(C(=O)N=C(N)N)nc1Cl | -2%
Cc1cc(=O)n2[nH]c(-c3ccccc3)cc2n1 | -5%
O=C(CSc1ncccc1C(=O)O)NCc1ccc(F)cc1 | 20%
Cc1cc(NS(=O)(=O)Cc2ccccc2)no1 | -2%
NCCCS(=O)(=O)O | -3%
CCSC1(SCC)N=C(N)C2(C#N)C(c3ccccc3)NC(C)=CC12C#N (configuration not stated) | 8%
CCOCC(=O)Nc1ccc(S(=O)(=O)N2CCOCC2)cc1 | -2%
CC(C)N1CCC2(CC1)NC(CO)(CO)CO2 | 7%
Cc1cccc(CNc2cc(-c3c(C)noc3C)ncn2)c1 | 8%
CCCc1cc(C(=O)Nc2cccc(C(C)=O)c2)no1 | 2%
O=C(Nc1ccc(N2CCOCC2)cc1)C1CCN(S(=O)(=O)Cc2ccccc2)CC1 | 12%
CCCCn1nnnc1SCC(=O)Nc1cccc(C)n1 | 1%
Cn1c2c(c3ccccc31)CC/C2=N\O | 11%
O=C(c1csnn1)N1CCC[C@@]2(CCN(Cc3ccccc3)C2)C1 | -3%
CN(C)CCN=Cc1c(O)n(C2CCCCCC2)c(=O)[nH]c1=O | 15%
COc1ccc(N2C(=O)CCC(C(=O)N3CCCCCC3)C2c2ccc(OC)c(OC)c2)cc1 (configuration not stated) | -2%
CCOC(=O)Cn1c(CCC(=O)O)ccc1-c1ccc(F)cc1 | 10%
CC(C)Cn1c(CN2C(=O)c3ccccc3C2=O)nc2ccccc2c1=O | -2%
CCN(CC)CCn1c(=S)[nH]c2ccc(Cl)cc2c1=O | 13%
NC(=O)SCC(=O)Nc1ccc(Cl)c(Cl)c1 | 8%
CN1CCN(/C=N/c2c(C#N)cnn2Cc2ccccc2)CC1 | 15%
Cc1c(NC(=O)C(C)N2CC(C)OC(C)C2)c(=O)n(-c2ccccc2)n1C (configuration not stated) | -4%
CCOC(=O)c1cccc(NC(=O)c2cccnc2)c1 | 7%
O=P(/C(=N/O)N1CCOCC1)(N1CCOCC1)N1CCOCC1 | -1%
CC12CCC(C(=O)NCc3ccco3)(OC1=O)C2(C)C (configuration not stated) | 0%
CCCn1cnc2cc(NCc3cccc(OC)c3O)ccc21 | 0%
COc1cccc(CN2CCN(C(=O)c3cccs3)CC2)c1OC | 6%
CCOC(=O)C1=C(C)OC(N)=C(C(=O)OCC)C1c1ccncc1 (configuration not stated) | 7%
CCc1nc2nc(C)cc(Nc3cccc(C(F)(F)F)c3)n2n1 | 10%
O=C(CN1CCCCC1)N1CCN(C(=O)CN2CCCCC2)CC1 | 0%
COC(=O)/C=c1\sc2n(c1=O)C(C)=CC(C)(C)N=2 | 0%
O=C(NCCc1ccccc1)C1c2ccccc2C(=O)N1C1CC1 (configuration not stated) | 0%
c1ccc(N2CCN(c3nc4cc5c(cc4s3)OCO5)CC2)cc1 | 1%
Next part.
SMILES | AmpC det inh
COC(=O)C(C#N)C(c1cccnc1)c1c(C)[nH][nH]c1=O (configuration not stated) | -3%
O=C(NCC(=O)N(c1ccc2c(c1)OCO2)C(C(=O)NC1CCCC1)c1cccs1)c1ccco1 (configuration not stated) | -1%
O=C1C(c2ccccn2)=[N+]([O-])c2ccccc21 | -1%
CC(C)c1c(O)nc(SCC(=O)Nc2ccc3c(c2)CCC3)[nH]c1=O | 0%
O=S(=O)(c1cc(C(F)(F)F)ccc1Cl)N1CCCCCC1 | 2%
CCCCC(=O)Nc1ccc(NC(=O)C2CC2)cn1 | -5%
CCc1c(C)c2ccc(OCC(=O)OC(C)C)c(C)c2oc1=O | 0%
Cc1cccc(CNc2nc(-c3c(C)noc3C)nc3ccccc23)c1 | 10%
Cc1noc(C)c1C(=O)N1CCC2(CCCN(c3ncccn3)C2)CC1 | -4%
CCOC(=O)c1ccc2c(c1)C1C=CCC1C(C(=O)O)N2 (configuration not stated) | -16%
CCC(=NCCN1CCNCC1)C1=C(O)CC(C)(C)CC1=O | 3%
c1ccc(C(Cc2nc(-c3cccnc3)no2)c2ccccc2)cc1 | 0%
O=S(=O)(Cc1ccccc1)N1CCN(Cc2ccccc2)CC1 | -8%
CCOC(=O)N1CCC(NC(=O)c2cnn3c2NC(c2ccco2)CC3C(F)(F)F)CC1 (configuration not stated) | 19%
OCC1CO1 (configuration not stated) | 10%
COc1ccc(C2C(C(=O)N3CCN(C)CC3)c3ccccc3C(=O)N2C2CCCCC2)cc1 (configuration not stated) | 2%
COc1cc(C(=O)OCCCN2CCCN(CCCOC(=O)c3cc(OC)c(OC)c(OC)c3)CC2)cc(OC)c1OC | -3%
O=C(C1CCN(S(=O)(=O)c2cccnc2)CC1)N1CCN(c2ccccc2Cl)CC1 | -2%
Nc1nnc(SCc2cccc(C(F)(F)F)c2)s1 | -3%
O=C1CN(C(=O)c2cnccn2)c2ccccc2N1 | -2%

Reformatted with tabs: entries from further up.
smiles	AmpC det inh
OCC1CO1 (configuration not stated)	10%
O=C1CN(C(=O)c2cnccn2)c2ccccc2N1	-2%
Nc1nnc(SCc2cccc(C(F)(F)F)c2)s1	-3%
COc1ccc(C2C(C(=O)N3CCN(C)CC3)c3ccccc3C(=O)N2C2CCCCC2)cc1 (configuration not stated)	2%

Carrying on.
SMILES | AmpC det inh
Cc1noc(C(=O)NCc2cccnc2)c1Cl | 9%
CCOC(=O)CC(C#N)c1c[nH]c2ccccc12 (configuration not stated) | -1%
O=c1cc[nH]c2cc(C(F)(F)F)ccc12 | -2%
C=CCn1c(SCC(=O)NCC(=O)OCC)nnc1-c1cccc(OC)c1 | -2%
CCN(CC)C(=O)CSc1nnc(CCNC(=O)OC(C)(C)C)o1 | -1%
COc1cc2c(cc1OC)C(c1ccc(N)cc1)=NNC(=O)C2 | -2%
O=S(=O)(Nc1nccs1)c1ccc(NS(=O)(=O)c2cccs2)cc1 | -3%
O=C(CSc1nnc(-c2ccccn2)n1Cc1ccccc1)NC1CCCC1 | 5%
COCc1cc(=O)n2[nH]c(C)cc2n1 | 12%
CCSc1ccccc1C(=O)Nc1cccc(OC)c1 | -6%
Cn1c(=O)oc2cc(S(=O)(=O)N3CCC(C(=O)N4CCN(c5ccccc5)CC4)CC3)ccc21 | 12%
CCCCCCCCCCCCCC(=O)O[C@H](CC(=O)O)C[N+](C)(C)C | -6%
CCOc1cc(N2CCOCC2)c(OCC)cc1NC(=O)Cc1cn2ccsc2n1 | 16%
Cc1cccc(C)c1N1CCN(S(=O)(=O)c2ccc(F)cc2)CC1 | 0%
NCCNC(=S)S | -4%[5.75 µM]
Cc1cc(NC(=O)COC(=O)CCCOc2ccc(Cl)cc2C)no1 | -3%
O=C(O)c1ccc(CSCc2ccccc2F)o1 | -6%
Cn1cc(-c2nc3cnc(N4CCNCC4)nc3n(CCc3ccccc3)c2=O)c2ccccc21 | 0%
O=C(NCCc1c[nH]c2ccccc12)c1cc(S(=O)(=O)N2CCCCC2)ccc1N1CCOCC1 | 2%
COc1cc(C(=O)NC2CC3CCCC(C2)N3CC(=O)Nc2ccccc2)cc(OC)c1OC (configuration not stated) | 12%

Molecules from the list above that contain a tert-butyl group:
SMILES | AmpC det inh
C[C@@H]1C[C@H]2[C@H]3C[C@@H](F)C4=CC(=O)C=C[C@]4(C)[C@@]3(Cl)[C@@H](O)C[C@@]2(C)[C@@H]1C(=O)COC(=O)C(C)(C)C | -5%[12.8 µM]
CCN(CC)C(=O)CSc1nnc(CCNC(=O)OC(C)(C)C)o1 | -1%

The list goes on.
SMILES | AmpC det inh
COc1cc2c(c(OC)c1OC)-c1ccc(O)c(=O)cc1[C@H](N)CC2 | -3%[12.8 µM]
Cn1c(SCC(=O)NCc2ccco2)nc2ccccc2c1=O | -5%
CCC1CCCCN1C(=O)COc1cc(=O)n(C)c2ccccc12 (configuration not stated) | 5%
O=C(O)c1cnn2c1NC(c1ccc(F)cc1)CC2C(F)(F)F (configuration not stated) | -3%
O=C(/C=C\Nc1ccccn1)c1ccccc1 | 6%
CCn1c(COc2ccc(C)cc2)nnc1SCC(=O)Nc1cc(OC)ccc1OC | -2%
CCn1c(SCC(=O)Nc2ccc(OCc3ccccc3)cc2)nnc1-c1ccco1 | -3%
Cc1cc(NC(=O)CSc2ccc3nnc(-c4ccccc4)n3n2)no1 | -1%
COc1ccc(C2=NOC(C(=O)NC(C)(C)C)C2)cc1 (configuration not stated) | -4%
Cn1nccc1C(=O)Nn1cnnc1 | 0%

Reprinted at random: 3 records from the list, in no set order.
SMILES | AmpC det inh
Cn1c(SCC(=O)NCc2ccco2)nc2ccccc2c1=O | -5%
O=C(O)c1cnn2c1NC(c1ccc(F)cc1)CC2C(F)(F)F (configuration not stated) | -3%
Cc1cc(NC(=O)CSc2ccc3nnc(-c4ccccc4)n3n2)no1 | -1%
